Pf apPOL block: Pf-apPOL DNA polymerase inhibition. 210,000 compounds, 0.25% hits. Recombinant Pf-apPOL, molecular beacon fluorescence, 1.5 h. inhibition, % at 10 µM
mHTT CaM bind: disrupts binding of mutant huntingtin to calmodulin; P42858; AlphaScreen His-mHTT/GST-CaM binding, luminescence; inhibition, % at 15 µM; 190,000 compounds, 3.6% hits; AID 1671202;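 note: 0% = both proteins with DMSO and 100% = one protein alone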
* marks the source's active call; other numbers are inactive results; nt = not tested or not shown; & = joins results of further samples. Cut-off read from the data, not from the text of the source: active = inhibition above about 50%; inactive = the rest.

SMILES | Pf apPOL block | mHTT CaM bind
CCc1ccc(NC(=O)c2ccc(F)c(S(=O)(=O)NC3CCCCCC3)c2)cc1 | -4 | -2
COc1ccc(OC)c(NS(=O)(=O)c2ccc3nc(-c4ccccc4)[nH]c3c2)c1 | -5 | 4
C=CCN(C(=O)CSc1nc2[nH]ncc2c(=O)n1-c1ccccc1OC)c1ccccc1 | -10 | 15
Cc1ccccc1C(=O)Nc1ccc(C)c(S(N)(=O)=O)c1 | -5 | 5
COc1ccccc1C1CCN(c2ccc(CO)cc2[N+](=O)[O-])CC1 | -7 | nt
O=C1c2ccccc2-c2onc3ccc(Cl)c1c23 | -4 | 30
Cc1ccc(-c2cc(C(=O)NCCC(=O)N3CCCCC3)no2)cc1C | -1 | 16
Cc1ccc(OCCSc2nc3ccccc3o2)cc1 | -2 | -174
Cc1ccc(S(=O)(=O)N2C=Cc3ccccc3C2c2c[nH]c3ccccc23)c(C)c1 (centres undefined) | 12 | 55*
CN1c2cc(C(=O)NCc3ccccc3C(F)(F)F)ccc2C(=O)N2CCCCC21 (centres undefined) | -4 | -29
Cc1ccc(N2C(=O)CC(N3CCN(Cc4ccccc4)CC3)C2=O)c(Cl)c1 (centres undefined) | 5 | -3
N#CCSc1nc2cc(C(=O)NCc3ccco3)ccc2c2nc3ccccc3n12 | 2 | 24
O=C(CSc1cn(CCNC(=O)c2ccccc2F)c2ccccc12)NCc1ccco1 | 0 | 13
CCN(CC)Cc1c(O)ccc2cc(-c3ccc(OC)cc3OC)c(=O)oc12 | -7 | 1
O=C1C2C3C=CC(CC3)C2C(=O)N1c1ccc(Cl)cc1[N+](=O)[O-] (centres undefined) | -4 | 2
Cc1ccc(C(=O)Nc2ccc(-c3nc4ncccc4o3)cc2)cc1C | 21 | 3
CC(c1ccccc1)N1C(=O)c2ccc(C(=O)O)cc2C1=O (centres undefined) | 0 | 5
Nc1cc(C2CCN(C(=O)Cc3c(F)cccc3Cl)CC2)no1 | -1 | 9
CC(C)NC(=O)CCC1CCCN(C(=O)Nc2ccccc2)C1 (centres undefined) | -2 | -12
COCCN1CCC(N2CCCN(S(=O)(=O)c3ccc4c(c3)CCCC4)CC2)C1=O (centres undefined) | -4 | 9
Cc1ccc(NC(=O)N2CC(C)C(c3nc(-c4ccccc4)no3)C2)cc1F (centres undefined) | -2 | -21
Cc1cccc(N2CCN(C(=O)C(C)(C)C)C(C)C2=O)c1 (centres undefined) | -6 | -6
CC(C)(C)n1nc2c(c1-n1cccc1)CN(C(=O)c1nc3ccccc3s1)C2 | -2 | 0
Cc1nn2c(=O)/c(=C/c3cn(-c4ccccc4)nc3-c3ccccc3)sc2nc1=O | -5 | -2
Nc1ccc(S(=O)(=O)Nc2ccc(S(N)(=O)=O)cc2)cc1 | -2 | -5&-1
SMILES | Pf apPOL block | mHTT CaM bind
CC(C)C(=O)NCc1csc(C2CCCN(C(=O)c3ccc(F)cc3)C2)n1 (centres undefined) | -6 | -6
O=C(Nc1ccc(O)cc1C(=O)O)c1ccc(C(=O)Nc2ccc(O)cc2C(=O)O)cc1 | 1 | 12
CN(NC(=S)Nc1cc(Cl)ccc1Cl)c1ccc(C(F)(F)F)cc1[N+](=O)[O-] | -3 | nt
CC(C)c1ccc(NC(=O)CN(c2cccc(Cl)c2Cl)S(C)(=O)=O)cc1 | -8 | -4
Cc1cc(C)cc(C(=O)NCC2CCN(c3cc(-c4ccncc4)[nH]n3)CC2)c1 | 0 | 23
O=C(Nc1ccc2c(c1)OCCO2)N1CCCC1c1ccccc1Cl (centres undefined) | 0 | 17
O=[N+]([O-])c1cccc(-c2nnc(-c3cccc(S(=O)(=O)N4CCOCC4)c3)o2)c1 | 19 | -1
COc1ccc(/C=C2/C(=N)N3N=C(CC(C)C)SC3=NC2=O)cc1OC | -6 | -6
CCC1=NC(c2ccc(OC)cc2OC)N(O)C1(C)C (centres undefined) | -3 | -4
O=C1OC(c2ccccc2)(c2ccccc2)c2ccccc21 | 1 | nt
COc1cccc(C(=O)N2CCN(c3nc(CN4CCCCC4)cs3)CC2)c1 | 2 | 4
C=CCNC(=O)C(=O)Nc1ccccc1C#N | 0 | -2
CCc1cc2c(=O)n(N)c(CCC(=O)O)nc2s1 | -3 | -1
CCN(c1ccsc1C(=O)N1CCSCC1)S(=O)(=O)c1ccc(Cl)cc1 | -6 | -15
CNC(=O)CCS(=O)(=O)Cc1ccccc1Cl | -14 | 1
CCCCNC(=O)Nc1c(C)cc(C)nc1Cl | 1 | -2
Cc1cc([N+](=O)[O-])nn1CCCC(=O)Nc1ccc(Cl)cc1 | 0 | 5
CC1CCCN(CCCNC(=O)C2CCN(S(=O)(=O)N3CCC4(CC3)OCCO4)CC2)C1 (centres undefined) | -14 | 0
CCC(C)NC(=O)C1COC2(CCC(C)CC2)N1C(=O)c1ccc(F)cc1F (centres undefined) | -5 | -2
CCC(=O)N1c2ccc(S(=O)(=O)N3CCCCC3)cc2CC1C (centres undefined) | 6 | -4
CN(C)S(=O)(=O)c1ccc(NC(=O)Cc2ccc(F)cc2)cc1 | -3 | -14
CN1C(=O)CCc2cc(NC(=O)C3CCCC3)ccc21 | -6 | -2
Cc1cc(C)n(-c2nnc(C)c(=O)[nH]2)n1 | -2 | 90*
O=C(Nc1cccnc1)C1(S(=O)(=O)c2ccc(Cl)cc2)CC1 | -7 | -3
CCn1c(SCc2ccccc2)nc2ccccc2c1=O | -2 | -89

Profiles as entered above.
Cc1cc(C)cc(C(=O)NCC2CCN(c3cc(-c4ccncc4)[nH]n3)CC2)c1 in the list: Pf apPOL block: 0; mHTT CaM bind: 23
CN1C(=O)CCc2cc(NC(=O)C3CCCC3)ccc21 in the list: Pf apPOL block: -6; mHTT CaM bind: -2

(more compounds)
SMILES | Pf apPOL block | mHTT CaM bind
Cc1ccccc1C(=O)N1CCN(c2cc(-n3cccn3)ncn2)CC1 | -12 | -4
CCOc1ccc(-c2[nH]nc3c2C(c2cn[nH]c2-c2ccc(F)cc2)C(C#N)=C(N)O3)cc1 (centres undefined) | -6 | 41
COc1ccc(N=Cc2cc(Cl)ccc2O)cc1Cl | 30 | 8
O=C1CCCC2=C1C(c1cccc(F)c1)n1nc(SCc3ccccc3F)nc1N2 (centres undefined) | -2 | 6
O=[N+]([O-])c1cccnc1SCc1c(F)cccc1Cl | -3 | nt
O=C(Nc1ccccc1[N+](=O)[O-])c1cccc(S(=O)(=O)N2CCc3ccccc3C2)c1 | -6 | 1
COc1ccc(CNC(=O)C2CCc3sc(C(=O)N(C)C)cc3C2)cc1 (centres undefined) | -3 | 0
CC(C)N1C[C@@H](C)C(=O)C[C@@H]1C | nt | -8
CCCCc1nc2ccccc2c(NC(=O)CN2CCCCC2)c1CCC | 1 | -1
O=C(c1cccc(F)c1)N1CCC(COc2ccccc2C(=O)N2CCOCC2)CC1 | 21 | 0
C=CCn1c(SCC(=O)NCCc2ccccc2)nnc1-c1ccc(Cl)cc1Cl | 3 | 0
CCSc1nnc2c(n1)OC(c1ccncc1)Nc1ccccc1-2 (centres undefined) | 1 | 3
COC(=O)c1ccc2nc(NC(=O)NCc3cccs3)sc2c1 | -4 | -10
COc1ccc(Cl)cc1NC(=O)c1ccccc1Br | 2&1 | -19&-28
COc1cc([N+](=O)[O-])ccc1NC(=O)c1cccc(Cl)c1 | -6 | -2
Cc1ccc(-c2nc(C)c(C(=O)N3CCCC3)s2)cc1 | -8 | 1
C[C@@H]1CCCN1c1ccc2c(c1)O[C@@H]1CCN(C1)S2(=O)=O | 2 | -4
CC(C)(Oc1ccc(Cl)cc1)C(=O)NCC1CCCO1 (centres undefined) | -7 | -6
COCCn1c(=N)c(C(=O)NCc2ccccc2)cc2c(=O)n3cccc(C)c3nc21 | 6 | -2
Cc1ccsc1/C=C1\SC(=N)N(c2ccc(F)cc2)C1=O | 3 | 20
COc1ccc(-n2nc(C(=O)N3CC(C)CC(C)C3)c3ccccc3c2=O)cc1 (centres undefined) | -7 | -7
Cc1ccc(S(=O)(=O)Nc2c(C)cc(O)c(S(=O)(=O)c3ccc(C)cc3)c2C)cc1 | -4 | 4
CC(C)C(C(=O)Nc1ccc2c(c1)OCO2)N1C(=O)c2ccccc2C1=O (centres undefined) | -2&2 | 7&10
Cc1ccnc(N2CCC(C(=O)Nc3ccc(CN4CCC(C)CC4)cc3)CC2)n1 | -2 | 13
CCCOc1ccc(C(=O)Nc2ccc(-c3nc4ccccc4o3)c(O)c2)cc1 | -21 | -3

4 entries from above, with two lines to a compound:
Results follow in this order: Pf apPOL block | mHTT CaM bind
> Cc1ccnc(N2CCC(C(=O)Nc3ccc(CN4CCC(C)CC4)cc3)CC2)n1
    -2 | 13
> CCOc1ccc(-c2[nH]nc3c2C(c2cn[nH]c2-c2ccc(F)cc2)C(C#N)=C(N)O3)cc1 (centres undefined)
    -6 | 41
> CCCCc1nc2ccccc2c(NC(=O)CN2CCCCC2)c1CCC
    1 | -1
> CC(C)C(C(=O)Nc1ccc2c(c1)OCO2)N1C(=O)c2ccccc2C1=O (centres undefined)
    -2&2 | 7&10

Ordered by formula weight (low to high): some entries from above.
SMILES | Pf apPOL block | mHTT CaM bind
Cc1ccc(OCCSc2nc3ccccc3o2)cc1 | -2 | -174
CC(C)NC(=O)CCC1CCCN(C(=O)Nc2ccccc2)C1 (centres undefined) | -2 | -12
CN(C)S(=O)(=O)c1ccc(NC(=O)Cc2ccc(F)cc2)cc1 | -3 | -14
Cc1ccc(S(=O)(=O)N2C=Cc3ccccc3C2c2c[nH]c3ccccc23)c(C)c1 (centres undefined) | 12 | 55*
O=[N+]([O-])c1cccc(-c2nnc(-c3cccc(S(=O)(=O)N4CCOCC4)c3)o2)c1 | 19 | -1
CCN(c1ccsc1C(=O)N1CCSCC1)S(=O)(=O)c1ccc(Cl)cc1 | -6 | -15
COCCN1CCC(N2CCCN(S(=O)(=O)c3ccc4c(c3)CCCC4)CC2)C1=O (centres undefined) | -4 | 9

(more compounds)
SMILES | Pf apPOL block | mHTT CaM bind
Cc1nn(-c2ccccc2)nc1C(=O)NNC(=O)c1cccc2ccccc12 | -5 | nt
COc1ccc(/C=C2/N=C(c3ccccc3[N+](=O)[O-])OC2=O)cc1 | -3 | 9
O=C(Nc1ccc2c(c1)Cc1ccccc1-2)c1nc(-c2cnccn2)no1 | 2 | 0
COc1ccc2nc(SCC(=O)NCc3cccs3)[nH]c2c1 | -6 | -2
CC1=Nc2ccccc2C1=Cc1c(O)n(-c2cccc(Br)c2)c(=O)[nH]c1=O | -2 | 96*
COc1ccc(C=C2Oc3c(ccc4c3CN(c3ccc5c(c3)OCO5)CO4)C2=O)cc1OC | 6 | 59*
CN1C(=O)C2CCCCN2c2ccc(C(=O)NCCCc3ccccc3)cc21 (centres undefined) | -2 | 11
CCOc1ccc(C2C(C(=O)c3cccs3)=C(O)C(=O)N2CCN2CCOCC2)cc1 (centres undefined) | -5 | 7
COc1cccc2cc(NC(=O)c3ccc(C)c(C)c3)c(=O)oc12 | -10 | 2
CCN1CCN(S(=O)(=O)CCN2C(=O)c3ccccc3C2=O)CC1 | -3 | -16
COc1ccc(-c2cc(C(F)(F)F)nc(-n3cc([N+](=O)[O-])c(OC)n3)n2)cc1 | -2 | 1
Cc1ccccc1C(=O)Oc1c([N+](=O)[O-])cc(C(F)(F)F)cc1[N+](=O)[O-] | -10 | nt
Cc1ccccc1NC(=O)c1cccc(S(=O)(=O)N2CCC(C)CC2)c1 | -8 | -4
COc1ccccc1C1C2=C(CC(C)(C)CC2=O)Nc2nc(SC)nn21 (centres undefined) | -7 | 0
CCNC(=O)C1CCc2sc(C(=O)N3CCCCCC3)cc2C1 (centres undefined) | -7 | -3
O=C(Nc1ccc(N2CCOCC2)c(Cl)c1)c1cc(F)c(F)cc1Cl | -3 | 1
Cc1ccc(-c2noc(-c3ccc(NCc4ccc(F)cc4)nc3)n2)cc1 | 1 | -4
Cc1ccnc(N2CCC(C(=O)N3CCN(c4cc(Cl)ccc4C)CC3)CC2)n1 | -2 | 88*
N#Cc1c(S)[nH]c(C(F)(F)F)cc1=O | nt | -3
C=C(C)Cn1c(SCC(=O)O)nnc1-c1ccco1 | -4 | -3
COc1cc(OC)cc(-n2nc(C(=O)N3CC(C)CC(C)C3)c3ccccc3c2=O)c1 (centres undefined) | -5 | 1

Screens (PubChem)

These rows are one share of the data (hit frequency here may not be typical).
